High-throughput results deposited in PubChem by several laboratories.
MsrA act: bovine methionine sulfoxide reductase A activation | 360,000 compounds, 0.3% hits | AID 602163 | activation, % at 10.6 µM | purified bovine MsrA, absorbance read-out; in the data active means activation above about 7.5%;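 further: 0% = vehicle and 100% = reference activator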
FAS-TE inh: inhibitors of human fatty acid synthase thioesterase domain | P49327 | recombinant FAS-TE, OMFH fluorogenic substrate, fluorescence endpoint | inhibition, % at 15 µM | 360,000 compounds, 0.67% hits | AID 602261;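 active means compounds whose normalised, plate-corrected inhibition of enzyme fluorescence in the single-dose primary screen is 50% or more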;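 further: 0% = DMSO with enzyme and 100% = substrate without enzyme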
Rin1-Abl PPI inh: inhibitors of human Rin1-Abl protein interaction | P00519+Q13671 | TR-FRET Rin1/Abl binding, biochemical | inhibition, % at 7.35 µM | 360,000 compounds, 0.4% hits | AID 588664; in the data active means inhibition above about 5%, passing the limit was not always enough
eLon inh: inhibits E. coli Lon protease. 360,000 compounds, 0.42% hits. purified E. coli Lon protease, fluorescence polarization. inhibition, % at 7.94 µM. P0A9M0. AID 602123; in the data active means inhibition above about 13%, passing the limit was not always enough;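 further: 0% = enzyme with probe and DMSO and 100% = no enzyme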
SKN-1 inh: blocks SKN-1 activity in C. elegans; C. elegans VP596 Pgst-4::GFP/RFP ratio, acrylamide-induced, 24 h; 360,000 compounds, 0.49% hits; inhibition, % at 21.8 µM;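 active means interference check ratio from 0.5 to 1.5 plus GFP to RFP signal ratio inhibition reaching or exceeding a fixed threshold, cut at about 30% in these data, passing the limit was not always enough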; further: some compounds called inactive have numbers as strong as hits
NRP1-CendR mod: NRP-1/CendR interaction modulation; FAM-RPARPAR peptide binding to NRP-1, fluorescence polarization; inhibition, % at 25 µM; 360,000 compounds, 0.85% hits;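 active means inhibition or corrected inhibition above about 18%, plus a signal ratio from 0.5 to 1.5, limit read from the data, passing the limit was not always enough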; further: strong numbers were not always called active
Target sequence (O14786 whole entry, looked up): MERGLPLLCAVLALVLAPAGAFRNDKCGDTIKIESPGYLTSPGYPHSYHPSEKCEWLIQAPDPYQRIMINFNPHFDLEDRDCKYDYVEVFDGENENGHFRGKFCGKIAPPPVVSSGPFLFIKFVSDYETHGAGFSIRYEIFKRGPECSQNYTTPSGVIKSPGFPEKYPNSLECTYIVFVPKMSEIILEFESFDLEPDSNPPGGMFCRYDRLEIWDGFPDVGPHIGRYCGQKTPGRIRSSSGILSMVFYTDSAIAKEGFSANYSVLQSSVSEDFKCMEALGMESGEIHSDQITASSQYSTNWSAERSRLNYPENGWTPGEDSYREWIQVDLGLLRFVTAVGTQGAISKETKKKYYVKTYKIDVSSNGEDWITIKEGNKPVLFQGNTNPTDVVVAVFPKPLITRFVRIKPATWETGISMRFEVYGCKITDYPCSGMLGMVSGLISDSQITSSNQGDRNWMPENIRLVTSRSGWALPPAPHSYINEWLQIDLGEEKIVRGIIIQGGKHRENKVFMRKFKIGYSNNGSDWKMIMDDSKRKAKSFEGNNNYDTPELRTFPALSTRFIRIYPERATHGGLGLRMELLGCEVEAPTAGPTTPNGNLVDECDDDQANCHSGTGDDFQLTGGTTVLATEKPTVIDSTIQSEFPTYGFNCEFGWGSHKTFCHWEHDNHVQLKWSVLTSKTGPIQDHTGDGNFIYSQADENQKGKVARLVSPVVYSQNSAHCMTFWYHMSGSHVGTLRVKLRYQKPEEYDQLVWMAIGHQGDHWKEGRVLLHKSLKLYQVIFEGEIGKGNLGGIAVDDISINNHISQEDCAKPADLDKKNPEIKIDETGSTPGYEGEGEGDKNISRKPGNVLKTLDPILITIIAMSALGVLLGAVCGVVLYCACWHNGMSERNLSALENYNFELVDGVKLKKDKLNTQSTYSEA
Neddylation inh: inhibitors of human cullin neddylation. TR-FRET cullin neddylation, biochemical. calls only at 25 µM. 360,000 compounds, 0.58% hits. AID 651699; in the data active means inhibition above about 36%
MsrA inhibitor: bovine MsrA inhibition; purified bovine MsrA, absorbance read-out; inhibition, % at 15.5 µM; 360,000 compounds, 0.75% hits; AID 651718; in the data active means inhibition above about 4.5%;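 further: 0% = vehicle wells with enzyme and 100% = reference inhibitor wells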
MT1-MMP act inh: blocks activation of human MT1-MMP | P50281 | HT1080 RFP-PRO-GFP cells, GFP/RFP ratio fluorescence, overnight; percent of plate control window, DMSO zero | 360,000 compounds, 0.061% hits | GFP/RFP ratio change, % at 20 µM;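 active means GFP/RFP ratio change of at least 30% with cell ATP level not reduced by more than half and red fluorescence within 50% of control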; further: strong numbers were not always called active
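Assay system: HT1080 cells carrying an RFP-PRO-GFP reporter | Dosing: Single dose of 20 µM compound, 1% DMSO final | Incubation: Cells overnight before dosing, compound overnight, 37 °C, 5% CO2 | Evaluation: GFP/RFP fluorescence ratio | Control set: DMSO and RFP-L50D-GFP cell wells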
Starred values were filed as active, the others as inactive; i = inactive; . = not tested or not shown; + = active, no number.

1: CC(C)CC1C(=O)N(Cc2cn(CC3CCCCC3)nn2)CCS(=O)(=O)N1Cc1ccc(-c2ccncc2)cc1 (centres undefined)
2: COc1ccccc1CNC(=O)Cn1nc(C)c([N+](=O)[O-])c1C
3: COc1cc(-c2nc(-c3ccc(Br)o3)no2)cc(OC)c1OC
4: O=C(Nc1ccccc1)c1cccnc1N1CCCC1
5: CCCc1[nH]nc2c1C(c1ccccc1OC)C(C#N)=C(N)O2 (centres undefined)
6: O=C(COC(=O)Cn1c(C(F)(F)F)nc2ccccc21)Nc1ccc2c(c1)OCCO2
7: Cc1ccc(N2C(=O)SC(Cc3ccccc3)C2=O)cc1 (centres undefined)
8: CCn1nnc(NC(=O)c2ccc(-c3ccccc3[N+](=O)[O-])o2)n1

Compound	1	2	3	4	5	6	7	8
MsrA act	-6	-2	-4	-5	-12	-10	-3	-1
FAS-TE inh	-3	3	4	-6	-7	-4	3	-2
Rin1-Abl PPI inh	-2	3	1	-1	-1	6	-4	-2
eLon inh	-1	-2	-4	0	-13	-1	-3	4
SKN-1 inh	-2	18	5	-5	2	-5	-7	-1
NRP1-CendR mod	-3	11	-10	-6	6	-5	0	-2
Neddylation inh	i	i	i	i	i	i	i	i
MsrA inhibitor	0.3	-0.8	0.1	2.0	-1.4	0.3	-0.1	0.6
MT1-MMP act inh	-3	-4	7	-1	-5	.	-1	1

The final 2 records of the section before are carried over, then new ones follow:
7: Cc1ccc(N2C(=O)SC(Cc3ccccc3)C2=O)cc1 (centres undefined)
8: CCn1nnc(NC(=O)c2ccc(-c3ccccc3[N+](=O)[O-])o2)n1
9: Cc1ccc(C2=[N+]([O-])C3(CCCCC/C3=N\NC(N)=O)N(O)C2(C)C)o1 (centres undefined)
10: COc1ccccc1N1C(=O)C2CCC(c3ccccc3)CC2C1=O (centres undefined)
11: COc1ccc(CNC(=O)CCC(=O)N2CCN(S(=O)(=O)c3ccc(Cl)cc3)CC2)cc1
12: Cc1nc2cc(N3CCN(C)CC3)c(NC(=O)Cc3ccccc3)cc2c(=O)n1Cc1ccccc1
13: O=C(NNC(=S)NC(=O)c1cccc([N+](=O)[O-])c1)c1ccc(Br)cc1
14: C[C@@]12C(=O)N(Cc3ccccc3)CC(=O)N1[C@H]1c3cc(Cl)ccc3OC[C@@H]1[C@@H]2c1ccccc1
15: CCn1nc(C)c(/C=N\NC(=O)c2cccc(OC)c2)c1C
16: Cc1[nH]c2ccccc2c1C(=O)C(=O)N1CCN(c2ccccc2F)CC1

Compound	7	8	9	10	11	12	13	14	15	16
MsrA act	-3	-1	-5	-5	-7	-1	-5	-2	-4	-3
FAS-TE inh	3	-2	-15	3	-3	-5	10	26	-9	3
Rin1-Abl PPI inh	-4	-2	-2	1	-1	-1	1	-1	0	-2
eLon inh	-3	4	1	3	3	-11	4	0	4	11
SKN-1 inh	-7	-1	-12	-1	6	0	-7	11	0	3
NRP1-CendR mod	0	-2	-4	-2	-5	2	-5	-3	-1	15
Neddylation inh	i	i	i	i	i	i	i	i	i	i
MsrA inhibitor	-0.1	0.6	1.7	-0.4	-0.1	-0.5	-0.4	-0.2	0.4	2.2
MT1-MMP act inh	-1	1	1	5	-4	-1	4	-2	5	3

17: Cc1cccc(S(=O)(=O)NC(=O)C2(C)CCN2C(=O)Cc2ccc(-c3ccccc3)cc2)c1 (centres undefined)
18: O=c1cc(Br)c(O)c(Br)cc1Br
19: O=C(c1cccn(Cc2ccc(Cl)c(Cl)c2)c1=O)N1CCOCC1
20: O=C(CCc1ccc(O)cc1)NNC(=S)NCCc1ccccc1
21: CC(c1c(O)c2ccccc2[nH]c1=O)C1(C)CCC(O)C(C)(C)O1 (centres undefined)
22: Cc1ccc2nc(COC(=O)c3cccnc3Cl)cc(=O)n2c1
23: CCN(c1ccccc1)S(=O)(=O)c1ccc(Cl)c(NC(=O)CN(C)C2CCN(C)CC2)c1
24: COc1ccc(NC(=O)CSc2ccc(NC(C)=O)cc2)cc1S(=O)(=O)N1CCOCC1

Compound	17	18	19	20	21	22	23	24
MsrA act	2	-4	3	-3	0	-2	-1	-2
FAS-TE inh	-4	-4	-8	4	-7	-2	-30	-8
Rin1-Abl PPI inh	0	7	1	1	0	-6	0	-1
eLon inh	5	1	-1	-1	-1	-15	0	-3
SKN-1 inh	1	7	8	-13	-1	11	6	10
NRP1-CendR mod	8	0	-17	-4	1	11	6	5
Neddylation inh	i	i	i	i	i	i	i	i
MsrA inhibitor	-0.1	0.7	-0.7	1.6	0.4	2.2	-0.3	1.1
MT1-MMP act inh	2	-3	0	1	1	1	1	-1

25: Cn1cc(NC(=O)OCc2ccc(Cl)cc2)c(C(F)(F)F)n1
26: Cc1cc(C(=O)Nc2sc3c(c2C#N)CCC(C)C3)no1 (centres undefined)
27: COc1ccc(C2C(C#N)=C(N)Oc3n[nH]c(C)c32)cc1Cn1nnc2ccccc21 (centres undefined)
28: CCc1ccccc1NC(=O)N1CCCc2ccccc21
29: COC(=O)c1c(C(=O)OC)c2ccccn2c1C(=O)c1ccc([N+](=O)[O-])cc1
30: Cc1ccc(C)c(Nc2cc(C)nc3ncnn23)c1
31: O=C(CSc1ccc(-c2nc3ccccc3[nH]2)cn1)Nc1ccc(S(=O)(=O)NC2CC2)cc1
32: COCCNC(=O)c1ccc(CN2CCC(Cc3ccccc3)CC2)cc1

Compound	25	26	27	28	29	30	31	32
MsrA act	-3	4	-11	-3	-9	-1	-3	-3
FAS-TE inh	3	2	-9	-3	11	-5	9	-3
Rin1-Abl PPI inh	0	4	2	-2	-3	-3	0	5
eLon inh	0	-4	1	0	0	-9	-1	-3
SKN-1 inh	-6	9	-10	7	2	5	8	1
NRP1-CendR mod	-9	-1	-6	12	2	2	4	-2
Neddylation inh	i	i	i	i	i	i	i	i
MsrA inhibitor	-0.2	0.6	-0.1	-1.1	1.4	-0.8	2.9	1.0
MT1-MMP act inh	2	-1	-4	-3	4	3	10	1

33: Cc1cccc(NC2(C(F)(F)F)N=C3SCCN3C2=O)n1 (centres undefined)
34: CC1CCC(N2CCN(S(=O)(=O)Cc3ccccc3)CC2)CC1 (centres undefined)
35: COC(=O)c1ccc(Oc2nc(Nc3ccc(C)c(C)c3)nc(N(C)C)n2)cc1
36: O=C(Nc1ccc(N2CCOCC2)cc1)c1ccc(COc2ccccc2)cc1
37: Cc1ccnc(SCC(N)=O)n1
38: CCc1cc(=O)oc2cc(C)cc(OCC(=O)N3CCC(C(=O)O)CC3)c12
39: CCn1c(C(=O)N2CCCC(C(=O)O)C2)cc2sccc21 (centres undefined)
40: O=C(Cn1nnc2ccccc21)NNC(=O)c1ccccc1

Compound	33	34	35	36	37	38	39	40
MsrA act	-2	3	0	-5	-9	-3	0	-3
FAS-TE inh	-9	-4	26	-4	-3	-5	-5	-8
Rin1-Abl PPI inh	0	5	-4	3	0	-3	2	0
eLon inh	-4	-11	9	3	3	3	1	-11
SKN-1 inh	6	3	16	6	-5	7	24	12
NRP1-CendR mod	-4	10	14	1	-2	6	-6	-11
Neddylation inh	i	i	i	i	i	.	i	i
MsrA inhibitor	-0.8	-0.8	-0.1	0.9	-1.6	0.4	-0.8	0.8
MT1-MMP act inh	-1	6	-38	5	-4	-1	3	9

41: O=C(NC(=O)c1ccccc1)OCCN1C(=O)c2ccccc2C1=O
42: Cc1ccnc2nc(C(=O)Nc3nc4ccccc4s3)nn12
43: O=C(NCC(=O)N1CCN(c2ncccn2)CC1)c1cccs1
44: O=C(CSc1nc2ccccc2o1)NCC(=O)c1ccccc1
45: O=C(/C=C/c1cccc([N+](=O)[O-])c1)c1ccc2c(c1)OCCO2
46: CCn1ncc(Br)c1C(=O)Nc1ccc2c(c1)OCCO2
47: COc1ccc(OC)c(CCNC(=O)c2nn(C)c3c2CS(=O)(=O)c2ccccc2-3)c1
48: Cn1c2ccccc2c2nnc(SCc3ccc4nonc4c3)nc21

Compound	41	42	43	44	45	46	47	48
MsrA act	-4	-16	-14	0	-5	-4	-6	-15
FAS-TE inh	-3	-9	-10	2	4	4	6	58*
Rin1-Abl PPI inh	0	-4	-3	0	1	0	5	0
eLon inh	-7	-3	2	5	8	-2	2	-15
SKN-1 inh	0	0	-21	11	13	6	-20	-13
NRP1-CendR mod	2	0	-5	0	4	2	2	8
Neddylation inh	i	i	i	i	i	i	i	i
MsrA inhibitor	0.3	2.5	.	-0.7	0.3	-0.4	-0.4	-0.2
MT1-MMP act inh	6	-8	2	4	4	-1	0	-1

Structures listed so far containing a CF3 group, in the order listed:
6: O=C(COC(=O)Cn1c(C(F)(F)F)nc2ccccc21)Nc1ccc2c(c1)OCCO2
25: Cn1cc(NC(=O)OCc2ccc(Cl)cc2)c(C(F)(F)F)n1
33: Cc1cccc(NC2(C(F)(F)F)N=C3SCCN3C2=O)n1 (centres undefined)

Compound	6	25	33
MsrA act	-10	-3	-2
FAS-TE inh	-4	3	-9
Rin1-Abl PPI inh	6	0	0
eLon inh	-1	0	-4
SKN-1 inh	-5	-6	6
NRP1-CendR mod	-5	-9	-4
Neddylation inh	i	i	i
MsrA inhibitor	0.3	-0.2	-0.8
MT1-MMP act inh	.	2	-1

Additional records
49: O=C(NCC1COc2ccccc2O1)c1ccc(NC(=O)c2ccco2)cc1 (centres undefined)
50: CCc1c(-c2ccc(Br)cc2)ncn1Cc1cccc(-c2ccccc2)c1
51: Cc1ccc(S(=O)(=O)Nc2cccc3c2O[C@H](CN(C)C(=O)Nc2ccc(C(F)(F)F)cc2)[C@@H](C)CN([C@H](C)CO)C3=O)cc1
52: O=C1NC[C@@H](CCCCN2C[C@H](Cc3ccc(O)cc3)N(CCc3ccc(O)cc3)C(=O)C2=O)N(CC2CCCCC2)C1=O
53: O=C(CC1Sc2ccccc2NC1=O)OCc1cc(=O)oc2cc(O)ccc12 (centres undefined)
54: COc1ccccc1NS(=O)(=O)c1ccc(C(=O)NCC(c2ccccc2OC)N(C)C)cc1 (centres undefined)
55: CCc1nnc(NC(=O)Cn2nc(-c3ccc(OC)c(OC)c3)ccc2=O)s1
56: Cc1oc(-c2cc(F)ccc2F)nc1CN1CCN(C)C(=O)[C@@H]1C

Compound	49	50	51	52	53	54	55	56
MsrA act	-3	.	-3	-3	-8	-1	-3	-10
FAS-TE inh	1	.	27	-1	5	0	-3	-9
Rin1-Abl PPI inh	2	.	0	.	-1	-2	-2	4
eLon inh	-11	.	-3	-9	0	5	1	-6
SKN-1 inh	-18	-6	16	1	4	2	5	7
NRP1-CendR mod	-10	6	1	-14	-39	15	5	-11
Neddylation inh	i	i	i	i	.	i	i	i
MsrA inhibitor	0.2	0.0	-1.0	-0.6	1.8	-1.1	1.4	-1.7
MT1-MMP act inh	6	9	6	2	-5	1	5	-2

57: CCCCNC(=O)c1nc(-c2cccc(C(F)(F)F)c2)oc1-c1ccc(OC(F)(F)F)cc1
58: c1ccc(Nc2cccc3c(Nc4ccccc4)cccc23)cc1
59: CC(=O)c1cnc2nc(C(F)(F)F)nn2c1C
60: O=C(NNS(=O)(=O)c1ccc2ccccc2c1)NC1CCCCC1
61: O=C(NNS(=O)(=O)c1ccc(F)cc1)c1cnn(-c2ccccc2)c1C(F)(F)F
62: CN(Cc1ccccc1)C(=O)c1nc2ccccn2c1CNCCCOc1cccnc1

Compound	57	58	59	60	61	62
MsrA act	.	2	-4	3	0	1
FAS-TE inh	.	32	-12	9	0	-4
Rin1-Abl PPI inh	.	0	-1	3	-4	0
eLon inh	.	-4	-10	-9	-8	2
SKN-1 inh	5	2	24	-1	-4	3
NRP1-CendR mod	9	-21	-19	-7	2	3
Neddylation inh	i	+	i	i	i	i
MsrA inhibitor	-0.3	-0.3	-0.5	0.3	-0.7	-0.4
MT1-MMP act inh	2	3	-1	0	4	-5
